KLF5 inhibitor: inhibitors of KLF5 expression. 290,000 tested, 0.23% active. DLD-1 KLF5 promoter-luciferase reporter, luminescence. inhibition, % at 5 µM;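 active means inhibition above a per-plate limit of that plate's mean compound inhibition plus 3 SD, cut at about 60% in these data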;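 further: 0% = DMSO wells and 100% = LY294002 at 200 µM; higher means less KLF5 promoter-driven luciferase light; inactives centre near -14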
HSF1 inh: HSF1 inhibition | NIH3T3-HGL HSE-luciferase, MG132-induced, luminescence 8 h; active compounds read low | activity change, negative = inhibition, % at 7.5 µM (by protocol) | 300,000 tested, 0.77% active | AID 2098;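 active means more than half of replicate wells show activity change below -50%, luminescence cut by over half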;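 further: luciferase reports HSF-1 transcriptional activity via heat shock element; 0% = median of DMSO wells and -100% = zero luminescence signal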
Platelet DG rel: platelet dense granule release activity; inhibition, %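 (compounds screened at 7.5 µM in platelet-rich plasma)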; AID 1663; 300,000 tested, 0.22% active; human platelet-rich plasma, SFLLRN dense granule ATP release, luminescence;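 active means mean replicate score, as percent of positive control, at or above 50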
IEC-6 cytotox: IEC-6 cytotoxicity, counter-screen for KLF5 inhibitors; 290,000 tested, 0.78% active; AID 1825; luminescence viability; inhibition, % at 5 µM; in the data active means inhibition above about 22%;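 further: 0% = plate median of test compound wells and 100% = cytotoxic reference compound wells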
HIF activator: HIF pathway transcriptional activation; U2OS HRE-luciferase reporter, luminescence; normalized: DMSO 0%, desferrioxamine 100%; activation, % at 7.5 µM (by protocol); 300,000 tested, 0.32% active;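 active means mean activation of at least 10% of the iron chelator positive control signal, with at least half of replicates also reaching 10%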
aSyn UTR inh: 5' untranslated region of α-synuclein, MLPCN primary screen | alpha-synuclein 5'UTR reporter, inhibitor activity | inhibition, % (tested at 7.5 µM) | 300,000 tested, 0.82% active | AID 1813; in the data active means inhibition above about 60%;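 further: H4 neuroglioblastoma cells stably carrying SNCA 5'UTR luciferase fusion; 0% = DMSO wells and 100% = positive control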
AI-2 QS mod: modulators of Vibrio harveyi AI-2 quorum sensing system; AID 2094; activity change, % at 7.5 µM; Vibrio harveyi JMH597 AI-2 luminescence/OD600 ratio, 9 h; active compounds read low; strain lacks LuxN and CqsS sensors; 0 = neutral-control median; 300,000 tested, 0.4% active; in the data active means activity change below about -75%, passing the limit was not always enough;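 further: luminescence divided by OD600 gain over 9 h not by final OD600 alone; inactives centre near 13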
HSF1 activator: increases HSF-1 driven luciferase reporter signal. activation, % at 9 µM. AID 504408. NIH3T3-HGL HSF-1 luciferase reporter, MG132, 8 h; 100% = twice DMSO control signal. 300,000 tested, 1.7% active;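 active means mean replicate activation of at least 50% with a set share of replicates each reaching 50%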;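 further: 0% = median of the neutral control wells and 100% = twice that signal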
HSP90 refold inh: blocks HSP90-mediated luciferase refolding in reticulocyte lysate; Rabbit reticulocyte lysate, luciferase refolding luminescence, 3 h; inhibition, % at 5.6 µM; 290,000 tested, 0.91% active; AID 1789;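 active means inhibition above the screen-wide mean plus 3 SD, computed separately per campaign, cut at about 16% in these data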;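 further: 0% = DMSO wells and 100% = 60 µM geldanamycin wells; inhibitors lower the luminescence because luciferase stays unfolded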
HDAC3 inhib: inhibitors of human histone deacetylase 3; recombinant HDAC3, fluorogenic peptide/trypsin coupled, fluorescence; inhibition, % at 8.3 µM; 320,000 tested, 0.15% active; AID 2718; in the data active means inhibition above about 26%, passing the limit was not always enough
Target sequence (O15379 whole entry, looked up): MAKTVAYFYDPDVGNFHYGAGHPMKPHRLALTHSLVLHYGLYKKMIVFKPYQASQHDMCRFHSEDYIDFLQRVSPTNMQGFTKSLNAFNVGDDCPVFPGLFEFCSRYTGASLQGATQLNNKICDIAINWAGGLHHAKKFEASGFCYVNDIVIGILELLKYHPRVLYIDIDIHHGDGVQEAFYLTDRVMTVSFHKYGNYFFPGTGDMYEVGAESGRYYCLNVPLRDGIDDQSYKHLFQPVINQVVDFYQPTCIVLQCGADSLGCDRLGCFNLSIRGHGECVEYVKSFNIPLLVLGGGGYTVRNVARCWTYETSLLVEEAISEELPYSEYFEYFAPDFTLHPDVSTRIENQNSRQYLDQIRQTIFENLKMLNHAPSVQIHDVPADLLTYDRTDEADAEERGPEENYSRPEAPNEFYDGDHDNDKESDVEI
* = called active by the depositor; . = not tested or not shown.

SMILES | KLF5 inhibitor | HSF1 inh | Platelet DG rel | IEC-6 cytotox | HIF activator | aSyn UTR inh | AI-2 QS mod | HSF1 activator | HSP90 refold inh | HDAC3 inhib
CCOC(=O)C(CC)Sc1nc2c(cnn2-c2ccccc2)c(=O)[nH]1 (stereo unspecified) | -11 | -5 | -11 | -3 | -0.1 | 8 | 32 | 4 | -1 | 3
Cc1ccc(-c2nc3ncccc3o2)cc1NC(=O)c1ccco1 | 6 | -3 | . | 7 | 0.2 | -29 | 7 | 3 | 1 | 0
Cc1ccc(CNC(=O)C2C3C=CC4(CN(Cc5cccnc5)C(=O)C24)O3)cc1 (stereo unspecified) | -4 | 0 | 10 | 0 | 1.0 | -9 | 9 | 22 | -3 | 0
COc1ccccc1-c1n[nH]c(=S)n1-c1ccccc1 | 7 | 13 | -7 | 1 | 0.5 | -60 | 10 | 12 | -1 | 8
CC1(C)C(=O)NCCN1C(=O)CC1C(=O)NCCN1Cc1cccc(C(F)(F)F)c1 (stereo unspecified) | -19 | -10 | 0 | -4 | 0.0 | -9 | 15 | -5 | 7 | .
CC1CCCC(C)N1C(=O)c1cc(F)c(F)cc1Cl (stereo unspecified) | 4 | -8 | . | 1 | -1.3 | 15 | 18 | -2 | -2 | -2
O=C(CSc1nnc(Nc2ccccc2)s1)NN1C(=O)NC2(CCCCC2)C1=O | -15 | -6 | 12 | 6 | 0.3 | -12 | 19 | -14 | -2 | -4
COc1ccc(C(=O)NC(=S)Nc2ccc(N3CCCC3)cc2)cc1 | 1 | 5 | 2 | 2 | -0.1 | 20 | 12 | 4 | 3 | -3
C=C(C)n1c(=O)n(Cc2ccccc2C)c2ccccc21 | -33 | 1 | 2 | 3 | -2.5 | 6 | 11 | 2 | -2 | 5
Cc1ccc(-c2nc3cccnc3s2)cc1NC(=O)C1c2ccccc2Oc2ccccc21 | 6 | -4 | 32 | 7 | 1.5 | -58 | -2 | 2 | -2 | .
COc1ccc(OC)c(NS(=O)(=O)c2cccs2)c1 | -5 | -2 | 8 | 8 | 0.0 | 7 | 2 | 1 | 6 | 2
CC[C@H](C)C(C(=O)N1CCN(C(=O)OC(C)(C)C)CC1)n1cc(C(CC(C)C)NC(=O)OC(C)(C)C)nn1 (stereo partly specified) | -7 | 1 | -3 | 3 | -0.7 | -4 | 14 | 6 | 0 | 3
O=C1CC(c2ccccc2Cl)c2c(sc3c(=O)[nH]c(CCl)nc23)N1 (stereo unspecified) | -4 | 6 | 6 | 2 | -0.2 | -38 | 7 | 4 | 3 | 4
COc1cc(CCC(=O)NCC2CCCO2)cc(OC)c1OC (stereo unspecified) | -28 | -2 | -5 | -7 | 0.0 | -5 | 15 | 4 | 0 | 4
CCN(C(=O)COC(=O)c1cc(=O)c2ccccc2o1)c1c(N)n(Cc2ccccc2)c(=O)[nH]c1=O | . | 10 | 0 | . | 1.1 | -13 | 40 | -3 | . | 7

Whole records, looked up by structure. Order of values: KLF5 inhibitor, HSF1 inh, Platelet DG rel, IEC-6 cytotox, HIF activator, aSyn UTR inh, AI-2 QS mod, HSF1 activator, HSP90 refold inh, HDAC3 inhib
COc1ccc(OC)c(NS(=O)(=O)c2cccs2)c1 in the list: -5, -2, 8, 8, 0.0, 7, 2, 1, 6, 2
O=C1CC(c2ccccc2Cl)c2c(sc3c(=O)[nH]c(CCl)nc23)N1 (stereo unspecified) in the list: -4, 6, 6, 2, -0.2, -38, 7, 4, 3, 4
CCOC(=O)C(CC)Sc1nc2c(cnn2-c2ccccc2)c(=O)[nH]1 (stereo unspecified) in the list: -11, -5, -11, -3, -0.1, 8, 32, 4, -1, 3
Cc1ccc(-c2nc3cccnc3s2)cc1NC(=O)C1c2ccccc2Oc2ccccc21 in the list: 6, -4, 32, 7, 1.5, -58, -2, 2, -2, .
O=C(CSc1nnc(Nc2ccccc2)s1)NN1C(=O)NC2(CCCCC2)C1=O in the list: -15, -6, 12, 6, 0.3, -12, 19, -14, -2, -4

(list continues)
SMILES | KLF5 inhibitor | HSF1 inh | Platelet DG rel | IEC-6 cytotox | HIF activator | aSyn UTR inh | AI-2 QS mod | HSF1 activator | HSP90 refold inh | HDAC3 inhib
O=C(Cc1ccc(Cl)cc1)NCC(=O)N1CCN(c2ccccc2)CC1 | 17 | -7 | 5 | 5 | 0.1 | 6 | 9 | -9 | -3 | 0
CCOC(=O)c1nn(-c2ccc3ccccc3c2)cc1O | -66 | 4 | 13 | -3 | 1.8 | -134 | 24 | 9 | -1 | 0
O=C1N/C(=C/c2ccc(N3CCOCC3)o2)C(=O)N1c1cccc(Cl)c1 | 4 | 95 | 5 | -2 | 0.3 | -39 | 17 | 125* | -2 | 4
Cc1c(C(=O)Nc2ccc3c(c2)OCCO3)sc2ncnc(N3CCCCC3C)c12 (stereo unspecified) | 17 | 5 | -7 | 2 | 0.3 | -8 | 5 | 12 | 1 | 14
Cc1ccc(C)c(N2CCN(CC3CCCCC3)CC2)c1 | -2 | -6 | -3 | -4 | 0.0 | -5 | 6 | 16 | 1 | -2
COc1cc(NC(=O)CN2CCCCC2C)c(C)cc1[N+](=O)[O-] (stereo unspecified) | -50 | 4 | 17 | 4 | 0.2 | 23 | 23 | 7 | 2 | -5
Fc1cccc(CNc2ncnc3cc(Cl)ccc23)c1F | 9 | 2 | -1 | 4 | -0.7 | -8 | 11 | 8 | 0 | -1
O=[N+]([O-])c1ccccc1-c1cc(-c2cc(Cl)ccc2O)n[nH]1 | -21 | 33 | 8 | 1 | 0.3 | -33 | 69 | 21 | 1 | 7
Cc1cc(C)n(-c2nc3c(c(=O)[nH]c(=O)n3C)n2Cc2ccc(F)cc2)n1 | -24 | -4 | 3 | 0 | -0.3 | 15 | 17 | -1 | 2 | 3
COc1ccc(CCN(Cc2cc3ccc(C)cc3[nH]c2=O)C(C)=O)cc1OC | -16 | -7 | -10 | -3 | 0.0 | 18 | 5 | 3 | -7 | .
CC1(c2ccc(OC(F)F)cc2)NC(=O)N(CC(=O)Nc2cccc(S(N)(=O)=O)c2)C1=O (stereo unspecified) | -19 | -3 | 14 | -7 | -0.6 | 13 | -4 | 0 | -1 | 1
CC1(C)C(=O)Nc2ccccc2N1C(=O)COC(=O)/C=C/c1ccc(OC(F)F)cc1 | . | -2 | 7 | . | 0.1 | 0 | 14 | -5 | . | .
Cc1ccc(NC(=O)CCNS(=O)(=O)c2cccc3nsnc23)cc1 | 6 | -6 | 6 | 2 | . | -20 | 14 | -4 | 1 | 1
COc1ccc(S(=O)(=O)NCCc2nnc3ccc(SCC(=O)Nc4nc(C)cs4)nn23)cc1 | 5 | -7 | -8 | -5 | -0.2 | 9 | 7 | -5 | -5 | 2
COc1ccc(C)c2sc(N(CCN(C)C)C(=O)c3ccc4ccccc4c3)nc12 | -8 | 13 | 1 | -2 | 0.2 | 11 | 7 | -10 | -3 | 5

Five of the entries above in order of their number in HDAC3 inhib, rising:
| SMILES | HDAC3 inhib |
| --- | --- |
| COc1cc(NC(=O)CN2CCCCC2C)c(C)cc1[N+](=O)[O-] (stereo unspecified) | -5 |
| CCOC(=O)c1nn(-c2ccc3ccccc3c2)cc1O | 0 |
| Cc1ccc(NC(=O)CCNS(=O)(=O)c2cccc3nsnc23)cc1 | 1 |
| COc1ccc(S(=O)(=O)NCCc2nnc3ccc(SCC(=O)Nc4nc(C)cs4)nn23)cc1 | 2 |
| COc1ccc(C)c2sc(N(CCN(C)C)C(=O)c3ccc4ccccc4c3)nc12 | 5 |

Continued:
SMILES | KLF5 inhibitor | HSF1 inh | Platelet DG rel | IEC-6 cytotox | HIF activator | aSyn UTR inh | AI-2 QS mod | HSF1 activator | HSP90 refold inh | HDAC3 inhib
CC12CCC(C(=O)Nc3cccc(NC(=O)C45CCC(C)(C(=O)O4)C5(C)C)n3)(OC1=O)C2(C)C | -16 | -1 | -13 | 9 | -0.3 | 4 | 14 | 15 | 1 | -2
O=C(CNC(=O)c1ccc(Br)o1)NCc1ccc(Cl)cc1Cl | -45 | 1 | -6 | -11 | -0.3 | 2 | 11 | 3 | -6 | -7
CCOC(=O)C1=C(C)N(C)C(=S)N(C)C1c1ccc(OC)cc1 (stereo unspecified) | 6 | 2 | -4 | -2 | -0.1 | 4 | 6 | -1 | 6 | 5
Cc1c(C(=O)N(Cc2ccccc2)C(C)C)oc2ccc(S(=O)(=O)N3CCOCC3)cc12 | -54 | 4 | 8 | 3 | -1.1 | 14 | 28 | 1 | -2 | 1
Nc1nonc1-n1nnc(C(=O)c2ccccc2)c1-c1ccccc1 | -19 | 6 | -27 | -5 | 0.6 | -8 | 29 | -18 | 1 | -2
CCOC(=O)c1c(C)[nH]c(C(=O)COC(=O)c2ccc(O)cc2)c1C | 4 | 0 | 3 | 8 | 0.5 | 8 | 2 | -16 | -1 | .
COc1cccc(NC(=O)CN(C)CC(=O)Nc2ccc(Cl)cc2[N+](=O)[O-])c1 | -12 | -9 | -1 | 2 | 0.5 | -27 | 7 | -13 | 0 | 4
CC(C)Oc1ccc(CNC(=O)C2CCCN(S(=O)(=O)N3CCOCC3)C2)cc1 (stereo unspecified) | -15 | 23 | 0 | -8 | -0.1 | 9 | 18 | 12 | -2 | 4
CN1CCc2c(sc3c2C(=O)NC(c2cccs2)N3)C1 (stereo unspecified) | -19 | -10 | 6 | 0 | 0.9 | -103 | 14 | 12 | -1 | -30
CCCCn1c(N)c(N(CCOC)C(=O)c2sc3cc(F)ccc3c2Cl)c(=O)[nH]c1=O | . | 0 | -3 | . | 1.2 | 1 | 14 | 2 | . | -4
Clc1ccc(Cn2ncc3c(NCc4cccnc4)ncnc32)cc1 | 0 | -10 | -15 | 2 | 0.2 | 26 | 19 | -25 | -2 | -3
O=C(C1CCCO1)N1CCN(C(=S)Nc2ccc(Cl)cc2Cl)CC1 (stereo unspecified) | -15 | -8 | 2 | -3 | 0.0 | 6 | 18 | 4 | 0 | 7
CC(NC(=O)CC1SC(N)=NC1=O)c1ccccc1 (stereo unspecified) | -17 | -6 | 5 | 1 | -0.2 | -9 | 37 | 4 | 0 | -2
CCCCN(C)C(=O)c1cn(CC)c2nc(C)ccc2c1=O | -11 | -6 | 3 | 3 | -0.4 | 8 | 16 | -5 | -3 | -2
CN(Cc1cccc(-n2cccn2)c1)Cc1cn(C)nc1-c1ccccc1F | 20 | -2 | -2 | 5 | -0.5 | -13 | 18 | 1 | 1 | -6
Clc1ccccc1OCc1nnc(-c2ccccc2Br)o1 | -119 | 38 | 5 | 1 | 4.3 | -173 | -6 | 49 | 1 | 8
COC(=O)Cc1ccc(NC(=S)NCCC(C)C)cc1 | 2 | -2 | -5 | -6 | -0.3 | -3 | -10 | 9 | 4 | -1
COc1ccc(/C(C)=N/NC(=O)c2sccc2-n2cccc2)cc1 | -28 | 10 | 16 | 0 | 0.5 | -29 | 14 | 2 | 0 | 9

Shown as a hit in HSF1 activator, among the entries above:
SMILES | KLF5 inhibitor | HSF1 inh | Platelet DG rel | aSyn UTR inh | AI-2 QS mod | HSF1 activator | HSP90 refold inh | HDAC3 inhib
O=C1N/C(=C/c2ccc(N3CCOCC3)o2)C(=O)N1c1cccc(Cl)c1 | 4 | 95 | 5 | -39 | 17 | 125* | -2 | 4

Screening data from PubChem BioAssay.
